MT1-MMP act inh – inhibitors of human MT1-MMP activation; HT1080 RFP-PRO-GFP cells, GFP/RFP ratio fluorescence, overnight; percent of plate control window, DMSO zero; GFP/RFP ratio change, % at 20 µM; actives 0.061% (n = 360,000); AID 651647;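 active means GFP/RFP ratio change of at least 30% with cell ATP level not reduced by more than half and red fluorescence within 50% of control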; further: strong numbers were not always called active
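Read-out: GFP/RFP fluorescence ratio; Test system: RFP-PRO-GFP reporter HT1080 cells; Compound dosing: single-point 20 µM compound, 1% DMSO; Times: overnight compound exposure at 37 °C.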
MsrA act – activators of bovine methionine sulfoxide reductase A. purified bovine MsrA, absorbance read-out. activation, % at 10.6 µM. actives 0.3% (n = 360,000). AID 602163; in the data active means activation above about 7.5%;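 further: 0% = vehicle and 100% = reference activator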
FAS TE block – blocks the thioesterase domain of human fatty acid synthase | P49327 | recombinant FAS-TE, OMFH fluorogenic substrate, fluorescence endpoint | inhibition, % at 15 µM | actives 0.67% (n = 360,000) | AID 602261;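 active means compounds whose normalised, plate-corrected inhibition of enzyme fluorescence in the single-dose primary screen is 50% or more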;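 further: 0% = DMSO with enzyme and 100% = substrate without enzyme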
MsrA inh – bovine MsrA inhibition | inhibition, % at 15.5 µM | actives 0.75% (n = 360,000) | purified bovine MsrA, absorbance read-out; in the data active means inhibition above about 4.5%;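 further: 0% = vehicle wells with enzyme and 100% = reference inhibitor wells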
Neddylation inh – inhibitors of human cullin neddylation. actives 0.58% (n = 360,000). calls only at 25 µM. TR-FRET cullin neddylation, biochemical; in the data active means inhibition above about 36%
NRP1-CendR mod – alters CendR peptide binding to human NRP-1; actives 0.85% (n = 360,000); O14786; inhibition, % at 25 µM; FAM-RPARPAR peptide binding to NRP-1, fluorescence polarization;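 active means inhibition or corrected inhibition above about 18%, plus a signal ratio from 0.5 to 1.5, limit read from the data, passing the limit was not always enough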; further: strong numbers were not always called active
SKN-1 block – blocks SKN-1 activity in C. elegans | C. elegans VP596 Pgst-4::GFP/RFP ratio, acrylamide-induced, 24 h | actives 0.49% (n = 360,000) | inhibition, % at 21.8 µM | AID 624304;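 active means interference check ratio from 0.5 to 1.5 plus GFP to RFP signal ratio inhibition reaching or exceeding a fixed threshold, cut at about 30% in these data, passing the limit was not always enough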; further: some compounds called inactive have numbers as strong as hits
Rin1-Abl PPI inh – inhibitors of human Rin1-Abl protein interaction | AID 588664 | TR-FRET Rin1/Abl binding, biochemical | P00519+Q13671 | actives 0.4% (n = 360,000) | inhibition, % at 7.35 µM; in the data active means inhibition above about 5%, passing the limit was not always enough
E coli Lon inh – E. coli protease La inhibition; P0A9M0; purified E. coli Lon protease, fluorescence polarization; inhibition, % at 7.94 µM; actives 0.42% (n = 360,000); AID 602123; in the data active means inhibition above about 13%, passing the limit was not always enough;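 further: 0% = enzyme with probe and DMSO and 100% = no enzyme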
Numbers without * were called inactive; i = inactive; nt = not tested or not shown; + = active, no number. Hits appear at their usual frequency; overall some 4.2% were active at least once.

SMILES	MT1-MMP act inh	MsrA act	FAS TE block	MsrA inh	Neddylation inh	NRP1-CendR mod	SKN-1 block	Rin1-Abl PPI inh	E coli Lon inh
COC(=O)CCN(C(C)=O)c1ccc(N)cc1	1	-1	-5	-0.1	i	0	23	-5	9
CCOc1cccc(C(=O)Nc2cc(C)ccc2NC(=O)c2ccco2)c1	-6	3	-1	0.6	i	4	-6	4	-11
COC(=O)c1ccc(COC(=O)CNC(=O)c2cccs2)cc1	-3	-10	4	-0.1	i	6	-4	0	3
CN1CCC(N(C)S(=O)(=O)c2ccc(NC(=O)c3ccc(S(=O)(=O)N(C)C)cc3)cc2)CC1	-2	-6	-8	1.2	i	-4	-1	3	-10
O=C(Cn1c(=O)n(Cc2ccco2)c(=O)c2ccccc21)Nc1cccc(Cl)c1	1	-7	25	2.8	i	-2	1	2	-1
Cc1cccc(CN2CCN(C(=O)CCl)CC2)c1	0	-2	-7	-0.3	i	6	8	-1	-1
COc1cc(/C=C/C(=O)OCC(=O)NCCc2ccccc2)ccc1OC(F)F	-4	0	11	-0.1	i	2	16	0	-6
O=C(/C=C/c1ccco1)Nc1cccc(C(=O)Nc2ccccc2C(=O)O)c1	0	-6	2	3.3	i	-96	12	-1	-11
Cc1ccc(S(=O)(=O)c2nc(Nc3ccccc3C#N)sc2Cl)cc1	-7	-3	-11	-0.7	i	-11	7	0	-6
NC1=NN(c2ccccc2)C(=O)C1	5	-1	-7	0.9	i	-2	-17	2	-6
COCCN(C(=O)COC(=O)c1cccnc1SC)c1c(N)n(Cc2ccccc2)c(=O)[nH]c1=O	1	-9	-4	1.0	i	4	3	1	0
CCCNC(=O)NCCc1ccncc1	-4	-2	-8	2.3	i	0	-5	-4	4
Cn1nc(Oc2ncc(C(F)(F)F)cc2Cl)cc1C(F)(F)F	0	-7	-6	-1.2	i	6	-6	1	-2
COc1ccc([N+](=O)[O-])cc1N(CC(=O)Nc1ccccc1C(=O)NC(C)C)S(C)(=O)=O	5	-4	0	-1.4	i	2	4	4	0
CC(C)c1ccccc1NC(=O)COC(=O)Cc1c[nH]c2ccccc12	0	-5	-8	-0.1	i	0	-8	1	-3
CC(=O)Nc1ccc(NC(=O)C2(C)Cc3c(-c4cccc(NC(C)=O)c4)ccnc3O2)cc1 (configuration not stated)	2	-5	-5	1.4	i	3	3	-2	-3
Cc1ccccc1N/N=C1\CCCNC1=O	1	-3	-4	0.9	i	3	-15	-2	-2
CC(=O)N(Cc1ccccc1)C1CC(=O)N(Cc2ccccc2)C1=O (configuration not stated)	2	-1	-10	-0.9	i	6	12	5	-10
Cc1occc1-c1n[nH]c(=S)n1C	2	-1	-6	-0.3	i	2	1	-1	-6
CC(C)n1c(SCC(=O)Nc2ccccc2)nc2c1c(=O)[nH]c(=O)n2C	2	-4	-7	-1.4	i	-8	-8	-3	0
CN(CC(=O)Nc1cccc(F)c1)C(=O)CCNC(=O)c1ccco1	4	-1	-4	0.6	i	-6	14	3	-11
Cc1cccc(/C(N)=N/OC(=O)c2ccncc2)c1	-1	-1	-3	0.1	i	3	11	0	-2
CCOC(=O)CSc1nnc(NC(=O)NC(C)C)s1	-2	-3	-5	-0.3	i	0	3	2	-5
O=C(O)CC(CC(=O)N1CCOCC1)c1ccccc1 (configuration not stated)	4	-2	-6	1.3	i	11	6	2	-1
CC1CC(C)CN(CCCNC(=O)C2CCCN(S(=O)(=O)N3CC(C)CC(C)C3)C2)C1 (configuration not stated)	-37	-11	-10	-0.3	i	8	-7	1	-2

Copied from the list.
NC1=NN(c2ccccc2)C(=O)C1 in Rin1-Abl PPI inh reads 2
Cc1cccc(CN2CCN(C(=O)CCl)CC2)c1 in E coli Lon inh reads -1
O=C(O)CC(CC(=O)N1CCOCC1)c1ccccc1 (configuration not stated) in MT1-MMP act inh reads 4
O=C(/C=C/c1ccco1)Nc1cccc(C(=O)Nc2ccccc2C(=O)O)c1 in FAS TE block reads 2

Limited to MsrA inh and MsrA act, for some of the entries so far:
smiles	MsrA inh	MsrA act
CCOc1cccc(C(=O)Nc2cc(C)ccc2NC(=O)c2ccco2)c1	0.6	3
COC(=O)CCN(C(C)=O)c1ccc(N)cc1	-0.1	-1

Continuation:
SMILES	MT1-MMP act inh	MsrA act	FAS TE block	MsrA inh	Neddylation inh	NRP1-CendR mod	SKN-1 block	Rin1-Abl PPI inh	E coli Lon inh
Cc1ccccc1Cn1c(=N)n(CC(=O)c2ccco2)c2ccccc21	-5	-2	-8	0.9	i	-13	-13	0	-10
CCCCCNC(=O)c1ccccc1SC	-3	-9	-7	-0.2	i	-10	35*	-1	-5
CCCS(=O)(=O)c1c(S(=O)(=O)CCC)c2c(C(N)=O)cccn2c1C(=O)c1ccc(F)cc1	-4	-3	0	3.2	i	12	2	1	4
COC(=O)C(NC(=O)c1ccccc1)(Nc1cc(C)cc(C)n1)C(F)(F)F (configuration not stated)	0	-1	2	-1.2	i	10	-5	0	4
O=C1CN(C(=O)c2cnccn2)c2ccccc2N1	-1	2	-6	-0.5	i	8	-7	-1	-1
COc1ccc(Cl)cc1NC(=O)COc1ccc(S(=O)(=O)N2CCOCC2)cc1C	1	-3	-2	0.9	i	-1	5	-1	-13
COC(=O)C(Cc1ccccc1)NC(=O)CNC(=O)c1ccc(Br)cc1 (configuration not stated)	2	-7	0	1.6	i	6	2	4	-3
O=C(c1ccc(CS(=O)Cc2ccc(Cl)cc2)o1)N1CCN(c2ccc(F)cc2)CC1 (configuration not stated)	5	-1	8	1.3	i	11	15	1	-15
O=C(N/N=C\c1cccc(Cl)c1)c1ccc(Cn2cc(Br)c([N+](=O)[O-])n2)o1	0	2	38	2.8	i	-5	6	3	0
C=C1CCN([C@@H](Cc2ccccc2)C(=O)NCCC(C)C)S(=O)(=O)c2ccccc21	-11	-8	14	0.5	i	16	3	3	6
CCn1c2ccccc2c2nnc(SCC(=O)N3CC(C)OC(C)C3)nc21 (configuration not stated)	6	-3	2	0.7	i	18	12	-4	8
COCCN(C(=O)Cn1nnc2ccccc21)C(C(=O)NC1CCCC1)c1cccc(OC)c1OC (configuration not stated)	-2	2	-4	0.0	i	0	-16	-2	3
Cc1cccc(Oc2ccc(NC(=O)C3CC=CCC3C(=O)O)cc2)c1 (configuration not stated)	-6	0	-6	0.9	i	7	-5	1	4
O=C(/C=C/c1ccc(N2CCCCC2)c([N+](=O)[O-])c1)c1ccc(O)cc1	-8	-6	7	0.1	i	9	4	-1	-7
Cc1ccc(-n2nc(-c3ccco3)cc2C(=O)O)c(C)c1	nt	-2	2	0.1	i	-60	-6	1	0
Cc1cc(C)c(C(=O)C(C)OC(=O)c2ccc(Cl)nc2)cc1C (configuration not stated)	0	-4	25	-0.4	i	6	14	-2	-7
COc1ccc(C=C2SC(=S)N(CCCN3CCOCC3)C2=O)c(OC)c1	-1	-2	-8	0.8	i	-47	3	-3	-26
CCSc1nc(=S)n(-c2ccccc2)c(C)c1C(C)=O	4	-9	0	1.8	i	4	7	1	4
Cc1ccc(Cl)cc1NC(=O)c1ccccc1OCC(=O)N1CCOCC1	-2	-12	3	1.3	i	6	10	4	5
Cc1ccc(-c2c(C(=O)N/N=C/c3cccs3)nnn2-c2nonc2N)cc1	2	-5	6	nt	i	2	1	2	3
O=C(c1ccncc1)N(Cc1ccccc1)Cc1nc2ccccc2c(=O)[nH]1	1	-1	1	-1.4	i	-13	7	1	2
O=C(COC(=O)c1cc(=O)c2ccccc2o1)Nc1c(F)c(F)c(F)c(F)c1F	8	-2	-3	-0.4	i	-10	7	0	-1
N#Cc1ccc(N)cc1OCCCN1CCCCC1	3	-4	-2	1.3	i	4	-5	7	4
Cc1cc(C)cc(C(=O)Nc2ccc3[nH]c(=O)[nH]c3c2)c1	1	-3	-3	-0.8	i	-1	4	-2	-2
O=C(NCC1CCCO1)c1cc2c([nH]c3ccccc32)c(-c2ccc(F)cc2)n1 (configuration not stated)	-15	0	15	-0.5	i	-6	-2	-2	-3

Structures listed so far that have bromine, in the order listed:
SMILES	MT1-MMP act inh	MsrA act	FAS TE block	MsrA inh	Neddylation inh	NRP1-CendR mod	SKN-1 block	Rin1-Abl PPI inh	E coli Lon inh
COC(=O)C(Cc1ccccc1)NC(=O)CNC(=O)c1ccc(Br)cc1 (configuration not stated)	2	-7	0	1.6	i	6	2	4	-3
O=C(N/N=C\c1cccc(Cl)c1)c1ccc(Cn2cc(Br)c([N+](=O)[O-])n2)o1	0	2	38	2.8	i	-5	6	3	0

The list continues:
SMILES	MT1-MMP act inh	MsrA act	FAS TE block	MsrA inh	Neddylation inh	NRP1-CendR mod	SKN-1 block	Rin1-Abl PPI inh	E coli Lon inh
CCOC(=O)c1ccccc1NC(=O)COC(=O)c1ccc(C)c(S(=O)(=O)N2CCOCC2)c1	4	1	23	-0.1	i	-12	-3	0	4
CC(Cc1ccccc1)N/C=C1/CC(=O)NC1=O (configuration not stated)	3	-6	-7	-1.2	i	-3	3	2	-1
Cc1ccccc1CNC(=O)CCC(=O)N1Cc2ccccc2Oc2ncccc21	1	1	-5	-0.3	i	-3	1	3	0
CC(C)c1ccc(N(CC(=O)NC2CCCC2)C(=O)CCC(=O)Nc2ccccn2)cc1	1	-3	12	-1.6	i	2	7	2	-3
O=C(c1ccc(Br)o1)N1CCN(CCOc2ccccc2)CC1	5	1	-3	-0.8	i	-3	6	0	8
O=[N+]([O-])c1cc(C2Nc3cccc4cccc(c34)N2)ccc1Cl	0	-3	18	1.3	i	0	6	-2	7
Cc1cccc(COCC(CC(C)C)N2CCN(C(=O)c3ccc(C(C)(C)C)cc3)CCC2=O)c1 (configuration not stated)	-10	1	59*	0.1	i	4	1	5	7
CN(C)c1cccc(C(=O)NCc2ccc3c(c2)OCO3)c1	-5	-11	-3	0.1	+	-3	7	2	0
O=[N+]([O-])c1ccc(Oc2c(F)c(F)nc(N3CCCC3)c2F)cc1	-4	-2	15	0.6	i	13	1	0	2
O=C(Nc1cccc(C(F)(F)F)c1)C1CCN(S(=O)(=O)c2cccnc2)CC1	2	-3	2	0.0	i	7	6	-1	-2
C=CCNS(=O)(=O)c1ccc(OC)c(C)c1	-4	0	-5	0.3	i	-4	8	2	3
C=CCNC(=S)Nc1sc2c(c1C(N)=O)CCCC2	1	-1	-5	0.6	i	-3	10	-2	-5
CC(C(=O)OCC(=O)Nc1ncc(Cl)cc1Cl)N1C(=O)c2ccccc2C1=O (configuration not stated)	1	-1	1	0.9	i	16	2	0	-3
CCN(CC(=O)NCc1cccs1)C(=O)c1cccc(S(=O)(=O)NCc2ccccc2)c1	1	-1	-3	-0.4	i	5	6	0	-5
Cc1ccc(C)c(NC(=O)C[n+]2ccccc2)c1	-3	-11	-4	-1.2	i	-3	10	0	-3
CCOC(=O)CCc1nc2ccccc2[nH]1	2	-1	-3	-0.1	i	2	2	1	0
CCCCn1nnnc1C(c1cc2ccccc2o1)N(C)Cc1ccccc1 (configuration not stated)	-8	-2	25	-0.9	i	-23	12	nt	2
CNC(=O)COc1coc(CN2CCN(C(=O)c3ccco3)CC2)cc1=O	3	0	-3	0.2	i	6	10	1	-5
CCOC(=O)C(C(=O)OCC)C(CC(=O)C1CC1)c1ccccc1 (configuration not stated)	-1	-3	-2	-0.7	i	7	4	-3	-5
Cc1ccccc1C(=O)NNC(=O)CSc1nnc(C)n1-c1ccccc1	-2	-10	-8	1.2	i	24	-2	-1	-4
C=CCc1cc(OC)ccc1OCCN(C)Cc1ccccc1	0	4	11	1.2	i	-13	10	-1	0
Cc1cccc(NC(=O)c2cccc(NC(=O)c3ccco3)c2)c1C	3	-3	1	-1.7	i	-12	15	-2	2
Cc1ccc(C)c(N2CCN(CC(=O)Nc3ccc([N+](=O)[O-])cc3C(=O)Nc3ccccc3F)CC2)c1	-15	-3	29	0.7	i	-2	-5	2	-4
COc1cc(-c2cc(-c3ccccc3)nc(SCC(=O)O)c2C#N)cc(OC)c1OC	8	-5	-1	4.4	i	-10	-11	-2	0
CCCNC(=O)c1ccc(N2CC3CC(C2)c2cccc(=O)n2C3)c(NC(=O)Nc2ccc(CC)cc2)c1 (configuration not stated)	0	0	1	-0.6	i	-4	12	-2	-4
CC(=O)c1oc2ccccc2c1N	-2	-9	-6	2.0	i	-10	-6	-5	-6
